Compound activity (PubChem)
BaF3 parental = parental Ba/F3 viability inhibition as JAK2V617F counter-screen. CellTiter-Glo ATP luminescence. inhibition, % at 5.6 µM. actives 1.1% (n = 220,000);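 active = inhibition above a per-campaign cutoff, the mean inhibition of all tested compounds plus 3 SD, cut at about 27% in these data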;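 also: 0% = DMSO wells and 100% = JAK Inhibitor I control wells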
RBBP9 inh = human RBBP9 hydrolase inhibition | actives 0.2% (n = 220,000) | recombinant RBBP9, FP-Rh probe fluorescence polarization | inhibition, % at 7.94 µM | O75884;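 active = inhibition above the campaign mean of all tested compounds plus 3 SD, cut at about 14% in these data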;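 also: plate controls were DMSO wells with RBBP9 for no effect and wells lacking RBBP9 protein for full effect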
Target sequence (O75884 whole entry, looked up): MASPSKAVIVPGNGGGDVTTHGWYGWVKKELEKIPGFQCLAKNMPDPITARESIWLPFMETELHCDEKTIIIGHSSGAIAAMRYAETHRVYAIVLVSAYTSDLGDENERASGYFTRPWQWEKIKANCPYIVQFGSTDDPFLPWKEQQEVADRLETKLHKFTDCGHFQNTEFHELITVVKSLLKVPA
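System: RBBP9 protein / Buffer or medium: Tris/NaCl buffer pH 8.0 with 0.1% Pluronic / Probe or stimulus: Serine-hydrolase probe FP-Rh, 375 nM pre-mixing / Dosing: 7.94 µM single dose, 0.794% DMSO / Times: enzyme-compound preincubation 30 min, then probe labeling 45 min, 25 °C / Technique: fluorescence polarization (mP), excitation 525 nm, emission 598 nm / Replication: singlicate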
EP2 antag = blocks the human prostaglandin E2 receptor EP2; actives 0.52% (n = 260,000); C6 glioma cells expressing human EP2, cAMP TR-FRET; cells stimulated with saturating PGE2; inhibition, % at 25 µM; P43116;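 active = percent inhibition above 40 after rounding to a whole number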;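 also: rat C6 glioma host cells with rolipram phosphodiesterase inhibitor present; the protocol text gives 20 µM as final concentration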
PPC-1+TRAIL kill = kills PPC-1 cancer cells in the presence of TRAIL | PPC-1 cells + TRAIL, ATPLite viability luminescence | cell killing (% activity), % at 4 µM | actives 0.41% (n = 220,000) | AID 1443;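 active = cell killing above 50% in the first pass at 4 µM, then a duplicate retest at 5 µM averaging 50% or more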;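 also: plate controls were cells with TRAIL plus DMSO for no effect and medium-only wells lacking cells for full effect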
Furin inhibitor = human furin inhibition | P09958 | purified furin, fluorogenic substrate cleavage | inhibition, % at 30 µM | actives 0.061% (n = 220,000) | AID 463115; in the data active = inhibition above about 25%; also: inactives centre near -15
Tb hexokinase = T. brucei hexokinase 1 inhibition. recombinant TbHK1, G6PDH-coupled NADH A340. inhibition, % at 10 µM. actives 0.11% (n = 220,000);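 active = inhibition of 50% or more in the single-dose primary screen; inactive = inhibition below 50%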
p97 inhibitor = human p97 ATPase inhibition; P55072; recombinant p97 ATPase, Kinase-Glo ATP luminescence, 3 h; inhibition, % at 8 µM; actives 0.42% (n = 220,000); in the data active = inhibition above about 15%;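 also: 0% = DMSO vehicle and 100% = wells lacking enzyme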
Target sequence (P55072 whole entry, looked up): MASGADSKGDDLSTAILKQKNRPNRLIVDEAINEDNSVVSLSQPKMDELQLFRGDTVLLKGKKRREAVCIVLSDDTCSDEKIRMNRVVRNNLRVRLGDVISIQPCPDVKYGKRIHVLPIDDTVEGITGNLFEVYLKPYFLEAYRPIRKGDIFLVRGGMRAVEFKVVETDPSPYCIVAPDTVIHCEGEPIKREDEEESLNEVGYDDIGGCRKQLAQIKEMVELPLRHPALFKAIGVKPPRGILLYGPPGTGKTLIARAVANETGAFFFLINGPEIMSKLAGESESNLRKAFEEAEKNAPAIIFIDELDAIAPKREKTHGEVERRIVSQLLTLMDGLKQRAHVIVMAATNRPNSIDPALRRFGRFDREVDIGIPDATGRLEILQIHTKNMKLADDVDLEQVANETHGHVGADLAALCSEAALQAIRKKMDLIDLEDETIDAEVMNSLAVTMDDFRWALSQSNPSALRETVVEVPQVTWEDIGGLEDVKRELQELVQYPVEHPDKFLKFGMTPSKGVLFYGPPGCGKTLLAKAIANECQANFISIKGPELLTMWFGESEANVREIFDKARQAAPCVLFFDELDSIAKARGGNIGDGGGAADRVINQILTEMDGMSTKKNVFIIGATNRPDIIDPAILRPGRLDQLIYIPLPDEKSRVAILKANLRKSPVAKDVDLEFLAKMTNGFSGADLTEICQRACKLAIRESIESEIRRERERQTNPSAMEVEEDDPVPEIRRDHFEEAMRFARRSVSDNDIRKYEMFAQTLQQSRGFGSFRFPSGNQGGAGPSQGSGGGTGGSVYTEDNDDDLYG
Ba/F3 V617F tox = lowers viability of Ba/F3 cells expressing EpoR and JAK2V617F; ATP luminescence; inhibition, % at 5.6 µM; actives 1.1% (n = 220,000); AID 1446;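 active = inhibition above the campaign mean plus 3 SD over all tested compounds, cut at about 24% in these data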;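 also: cytokine-independent growth of Ba/F3 cells driven by EpoR plus mutant JAK2; 0% = DMSO-treated cells and 100% = JAK inhibitor I control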
p47phox inh = blocks human p47phox regulatory protein of NADPH oxidases | p47phox/p22phox peptide binding, fluorescence polarization, 2 h | AID 1274 | actives 0.53% (n = 220,000) | inhibition, % at 24.7 µM;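 active = inhibition above about 30%, limit read from the data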;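 also: 0% = p47phox with labelled peptide and 100% = labelled peptide alone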
* marks the source's active call; other numbers are inactive results; x = no result given; & = joins results of further samples; [ ] = dose if it differs, or a comment.

SMILES	BaF3 parental	RBBP9 inh	EP2 antag	PPC-1+TRAIL kill	Furin inhibitor	Tb hexokinase	p97 inhibitor	Ba/F3 V617F tox	p47phox inh
CCCOC(=O)C1[C@H]2C(=O)N(Cc3ccco3)C[C@]23C=C[C@H]1O3 (stereo partly specified)	3	-6	5	19	-4	-9	-6	1	-13
COc1ccc(NC(=O)CC(C)C)c([N+](=O)[O-])c1	4	2	x	15	-8	-3	3	0	-35
CC(C)(C)NC(=O)CSc1nnc(-c2ccncc2)o1	1	-4	12	21	-23	-5	2	-6	0
Cc1ccc(-c2nc(NC(=O)CSc3ccc4ccccc4n3)ns2)cc1	7	2	14	-10	-22	-16	7	3	0
CCc1ccc(-c2nc(CSCC(=O)NCc3ccco3)c(C)o2)cc1	5	5	7	17	-14	4	1	2	-10
Cn1c(=O)c2c(ncn2CC(=O)N2CCOCC2)n(C)c1=O	8	0	14	-9	-21	4	5	-1	0
CC(C)(C)C(=O)Nc1nc2c(s1)COc1ccccc1-2	2	-7	14	11	-7	-6	4	-3	-6
NCCCC(N)(C(=O)O)C(F)F (stereo unspecified)	9	1	9&20	12	-12	0	5	-2	-3
Cc1ccc(-c2nc(CS(=O)CC(=O)NCCN(CC(C)C)CC(C)C)c(C)o2)cc1 (stereo unspecified)	4	10	9	28	-16[20 µM]	3	8	-3	-20
NC(=O)c1sc(=S)n(-c2ccc(Br)cc2)c1N	13	-8	8	18	3	-29	-8	8	-12
Cc1ccc(C(=O)CCC(=O)Nc2cccc(C(F)(F)F)c2)cc1	4	-6	2	-1	-28[20 µM]	-3	-3	-3	-12
CCOC(=O)C(=O)NC(C)CCc1ccccc1 (stereo unspecified)	-1	-4	14	6	-21	1	8	-2	-12
O=C(/C=C/C(=O)N1CCc2ccccc2C1)N1CCc2ccccc2C1	2	2	2	-4	-14	-7	6	-2	-12
CCOC(=O)CN1C(=O)C(C)(C)Oc2ccc(C(=O)Nc3ccccc3OC)cc21	-2	-4	4	28	-20	-1	2	1	0
Cc1ccc(S(=O)(=O)NCCCn2ccnc2)cc1	1	-10	8	16	-28	-4	7	-4	-13
O=C(Cc1ccccc1)Nc1cccc(-c2nc3ncccc3o2)c1	6	-8	12	1	-16[20 µM]	0	-1	-1	-2
COc1cc(C)c(N)cc1C(C)C	4	0	12	6	-38[20 µM]	3	5	-2	-9
COc1cc2ccccc2cc1C(=O)Nc1ccccc1N1CCN(S(C)(=O)=O)CC1	9	-16	13	16	-19[20 µM]	-21	11	2	-24
CC(C)(C)NC(=O)c1ccc(Sc2ccccc2)c([N+](=O)[O-])c1	5	-9	13	-2	-26[20 µM]	-6	1	-2	2
CCOC(=O)C1C2C=CC3(CN(Cc4ccccc4)C(=O)C13)O2 (stereo unspecified)	-4	6	7	5	-41	-2	6	0	-2
CCOC(=O)C1=C(C)N(CCCCCC(=O)O)C(=O)NC1c1ccccc1Cl (stereo unspecified)	3	-7	7	37	-5	5	-3	5	-3
O=C(O)c1ccccc1NS(=O)(=O)c1ccc2c3c(cccc13)C(=O)N2	5	-13	10	-2	-2	-10	-3	5	-9
O=C(Cc1cccs1)Nc1cccnc1	2	-4	6&9	18	-17	-12	-3	1	-13
COc1ccc(/C=C(\NC(=O)c2ccc(OCC(C)C)cc2)C(=O)OCc2ccco2)cc1	4	-12	6	-8	-18	-1	-1	-1	-4
O=C(Cc1ccccc1[N+](=O)[O-])N1CCN(c2ccc(F)cc2)CC1	4	-7	4	8	-29	0	4	1	-8
Cc1occc1C(=O)NCc1ccc2c(c1)OCO2	5	6	12	30	-22[20 µM]	-3	2	0	-2
COc1ccccc1CN1CCN(Cc2nc(Cc3ccccc3)no2)CC1	5	-4	8	14	-23	0	1	-3	-9
Cc1cccc2c1N(CCCOc1ccccc1)C(=O)C2=O	4	-2	15	-3	-11[20 µM]	-4	-7	-1	-1
N#CC1=C2SCN(Cc3ccccc3)CN2C(=O)CC1c1ccccc1F (stereo unspecified)	7	2	15	-2	6	-16	1	-2	-8
CN1Cc2c(N3CCOCC3)nc3sc(C(=O)c4ccccc4)c(N)c3c2CC1(C)C	2	-1	12	21	15	-46	-3	4	-7
CCCN(Cc1ccccc1)C(=O)Nc1ccc2c(c1)nnn2C	0	1	5	15	-14[20 µM]	-1	-1	-2	-6
CCOC(=O)N1CCC(N(CCN(C)C)C(=S)Nc2cccc(Cl)c2C)CC1	8	-5	5	9	-24	-4	0	-2	-12
Cc1nc2ccc(NC3=NCCCCC3)cc2s1	4	0	11	0	-23	-5	6	-1	0
O=C(Nc1c(C(=O)NCc2ccco2)cnn1-c1ccccc1)c1ccc(F)cc1	4	-9	8	28	-20	-11	-7	-2	-9
COc1ccccc1/C=C/C(=O)NC(=S)Nc1ccc(S(=O)(=O)N(C)c2ccccc2)cc1	5	-2	19	6	-5[20 µM]	-12	3	-1	0
Cc1[nH]nc2c1C1(CCC3(CC1)OCCO3)C(C#N)=C(N)O2	4	-1	3	13	-17[20 µM]	1	0	2	-5
CCOC(=O)C1CCN(CCC(=O)Nc2ccc(Cl)cc2)CC1	5	2	28	13	-16[20 µM]	5	-2	-1	-2
CC1(C)N(O)CC(c2cccs2)=[N+]1[O-]	4	-6	0	0	-6	2	-7	3	x
O=C1CC(C(=O)O)S/C(=N\NC(=O)c2ccc(F)cc2)N1 (stereo unspecified)	6	-4	16	32	-6	26	1	1	-3
CC(C)(CN1CCCCC1)NS(=O)(=O)c1ccc(Cl)cc1	4	1	14	-6	-24[20 µM]	1	2	-4	-9
Cc1nc2ccccc2c2nc(NC(=O)C(F)(F)F)nn12	5	-1	5	7	-25	5	7	-5	0
CC1CCCCC1NC(=O)Cn1nnc2ccccc2c1=O (stereo unspecified)	1	3	5	11	-23	-4	2	-3	0
Cc1csc(-c2cnn(-c3ccccc3)c2NC(=O)c2cccc(C(F)(F)F)c2)n1	0	-4	12	13	-18[20 µM]	-16	4	-4	-3
O=C(COC(=O)/C=C/c1cccs1)NC(=O)Cc1ccccc1	1	-7	2	30	8	-6	-7	2	3
O=C(CSc1nc(-c2ccccc2)cc(C(F)(F)F)n1)c1cccc([N+](=O)[O-])c1	5	6	6	12	-7	-1	1	-3	1
O=C(COC(=O)CNC(=O)c1cccc([N+](=O)[O-])c1)Nc1ccccc1OC(F)F	0	-1	10	24	-16	12	-3	0	6
CC1(C)N(OCc2ccccc2)C(=O)C(=O)N(OCc2ccccc2)C1(C)C	3	-10	13	13	-15[20 µM]	-1	0	-2	2
COc1ccc(C(CC(=O)NCc2ccccc2)Sc2n[nH]c(-c3ccccc3)n2)cc1 (stereo unspecified)	4	-3	3	-1	-8	0	-5	1	-7
Cc1ccc(-c2ccc(/C=C(\C#N)C(N)=S)n2C)cc1	-2	-4	4	4	-24	-9	0	-1	-22
CSc1ncnc2c1cnn2-c1ccc(C)cc1C	5	-9	4	-6	-9	11	-5	3	1
Cc1cc(C)cc(OCC(=O)O/N=C(\N)c2ccccc2Cl)c1	-2	-6	10	-18	-24	0	1	-5	-7
Cc1ccc(N=C2NC(=O)c3cccc([N+](=O)[O-])c32)cc1	3	-5	9	30	-10	-4	-1	0	-11
c1ccc(-c2nnc(-c3ccccn3)nc2NC2CCCCC2)cc1	94*	1	14	2	-16[20 µM]	7	-3	64*	-28
O=C(O[C@@H]1Cc2c(O)cc(O)cc2O[C@@H]1c1cc(O)c(O)c(O)c1)c1cc(O)c(O)c(O)c1	-3	-6	12&14	26	x	x	42*	1	-27
CNC(=O)CSc1nnc(COc2ccc(Cl)cc2)n1CCOC	1	0	8	-4	-16	2	-2	4	2
NNC(=O)CNC(c1ccccc1)c1cc(Br)ccc1NC(=O)c1cccc(Cl)c1 (stereo unspecified)	1	-14	4	10	-21	-4	6	-6	-5
O=C(CCn1c(=O)oc2ccccc21)N(Cc1ccccc1)c1ccccn1	3	-8	10	x	-18[20 µM]	6	0	-4	-8
O=CN1CCCN(Cc2nc(Cc3ccccc3F)no2)CC1	-2	2	-2	5	-26	3	9	-2	-4
CCOC(=O)c1sc(SC)c(C(C)=O)c1C	2	-8	8	-6	-8[20 µM]	-5	-1	0	-2
CC(=O)c1ccc(N2CCN(C(=O)C3CCCN(S(=O)(=O)c4cnc[nH]4)C3)CC2)cc1 (stereo unspecified)	2	-6	6	19	5	-37	-4	3	-17

(further entries)
SMILES	BaF3 parental	RBBP9 inh	EP2 antag	PPC-1+TRAIL kill	Furin inhibitor	Tb hexokinase	p97 inhibitor	Ba/F3 V617F tox	p47phox inh
Cc1cc(C(=O)OCC(=O)NC(C)c2ccccc2)c(C)o1 (stereo unspecified)	6	-3	6	13	-18	3	2	-2	-6
Oc1ccccc1C1=NCCNC(C(F)(F)C(F)F)=C1	5	0	18	-19	-17[20 µM]	-22	3	-1	-16
CCCN(CCC)c1nc(N(CCC)CCC)[nH]c(=O)n1	4	-9	4	26	-28	7	-4	3	5
COC(=O)c1sccc1NC(=O)c1ccc(Br)s1	4	-2	16	13	-5[20 µM]	-20	4	3	-11
COc1ccc(C(=O)NCc2nnc(SCC(=O)Nc3cccc(C(F)(F)F)c3)o2)cc1OC	6	0	9	5	-21[20 µM]	-4	0	-3	-3
Cc1oc(-c2ccc(F)cc2)cc1-c1nn2c(-c3ccco3)nnc2s1	3	3	x	x	-18[20 µM]	-17	11	-4	x
O=C(OCn1ncc(Cl)c(Cl)c1=O)c1ccccc1Cl	-7	-6	14	23	-14[20 µM]	3	4	26*	-9
CCc1ccc(OCc2nnc(SCc3ccc(C(=O)O)cc3)o2)cc1	13	-6	6	x	-34	4	-3	5	2
CN1/C(=C\C(=O)Nc2cccc(Cl)c2)C(C)(C)c2ccccc21	3	-7	15	16	-11	-19	2	-1	-188
CCOC(=O)N1CCC(N2CC34C=CC(O3)C(C(=O)O)C4C2=O)CC1 (stereo unspecified)	3	-8	6	13	-19	4	1	-2	-7
COc1ccc(N(CC(=O)Nc2ccc3c(c2)OCO3)S(=O)(=O)c2c(C)nn(C)c2C)cc1	3	-7	6	27	-4	0	2	-5	3
Cc1oc2ccc(OCc3c(F)cccc3Cl)cc2c1C(=O)O	-2	-14	5	-12	-13	-6	-1	-2	-8
CSc1nc(NCC(C)C)nc(N2CCOCC2)n1	4	-5	10	2	-16[20 µM]	-2	0	1	-12
Cc1ccc(C(=O)N/C(N)=N/c2nc3ccccc3o2)cc1	6	-8	9	-13	-4[20 µM]	-2	-3	2	-18
Cc1ccccc1Cn1nnc(-c2cccc(C(=O)O)c2)n1	6	-10	9	41	-29[20 µM]	4	4	0	-3
CCn1c(SCC(=O)NCc2ccccc2)nc2c(c1=O)SC(C)C2 (stereo unspecified)	7	1	13	14	-22	-20	4	-4	-10

Only PPC-1+TRAIL kill and p47phox inh (five entries from above):
canonical_smiles	PPC-1+TRAIL kill	p47phox inh
Cc1cc(C(=O)OCC(=O)NC(C)c2ccccc2)c(C)o1 (stereo unspecified)	13	-6
Oc1ccccc1C1=NCCNC(C(F)(F)C(F)F)=C1	-19	-16
CCCN(CCC)c1nc(N(CCC)CCC)[nH]c(=O)n1	26	5
COC(=O)c1sccc1NC(=O)c1ccc(Br)s1	13	-11
COc1ccc(C(=O)NCc2nnc(SCC(=O)Nc3cccc(C(F)(F)F)c3)o2)cc1OC	5	-3

Some of the compounds tested (hit frequency here may not be typical).
